OX1R antag-1: human HCRTR1 antagonism; O43613; CHO/OX1R cells, Fluo-8 calcium fluorescence, orexin A; inhibition, % at 5 µM; 330,000 tested, 0.43% active; AID 434989;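 active = inhibition above its plate's threshold, mean inhibition of all tested compounds on the plate plus 3 SD, cut at about 37% in these data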;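 note: 0% = orexin A challenge wells and 100% = SB-334867-A antagonist wells; not every result past the cut was called active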
Target sequence (O43613 whole entry, looked up): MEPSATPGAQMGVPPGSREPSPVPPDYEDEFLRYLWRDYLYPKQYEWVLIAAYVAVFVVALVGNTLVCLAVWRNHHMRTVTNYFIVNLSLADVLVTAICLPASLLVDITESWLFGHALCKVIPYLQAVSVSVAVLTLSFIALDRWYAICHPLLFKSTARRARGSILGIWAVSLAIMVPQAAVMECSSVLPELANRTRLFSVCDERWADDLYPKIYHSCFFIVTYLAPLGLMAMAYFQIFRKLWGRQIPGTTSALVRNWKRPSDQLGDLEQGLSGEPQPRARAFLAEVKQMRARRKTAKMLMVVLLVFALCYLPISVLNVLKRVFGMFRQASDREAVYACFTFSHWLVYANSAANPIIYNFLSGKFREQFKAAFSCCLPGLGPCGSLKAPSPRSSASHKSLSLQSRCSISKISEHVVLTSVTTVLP
CHT allo act: allosterically activates the human high affinity choline transporter. 310,000 tested, 0.49% active. B-score at 10 µM. AID 488977. CHT-expressing cells, membrane potential dye, choline EC20; active compounds read high; LV-AA mutant CHT in HEK293 cells. Q9GZV3;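 active = initial fluorescence not abnormally high and integrated response B-score, plate-corrected, over 3 SD above library mean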
Target sequence (Q9GZV3 whole entry, looked up): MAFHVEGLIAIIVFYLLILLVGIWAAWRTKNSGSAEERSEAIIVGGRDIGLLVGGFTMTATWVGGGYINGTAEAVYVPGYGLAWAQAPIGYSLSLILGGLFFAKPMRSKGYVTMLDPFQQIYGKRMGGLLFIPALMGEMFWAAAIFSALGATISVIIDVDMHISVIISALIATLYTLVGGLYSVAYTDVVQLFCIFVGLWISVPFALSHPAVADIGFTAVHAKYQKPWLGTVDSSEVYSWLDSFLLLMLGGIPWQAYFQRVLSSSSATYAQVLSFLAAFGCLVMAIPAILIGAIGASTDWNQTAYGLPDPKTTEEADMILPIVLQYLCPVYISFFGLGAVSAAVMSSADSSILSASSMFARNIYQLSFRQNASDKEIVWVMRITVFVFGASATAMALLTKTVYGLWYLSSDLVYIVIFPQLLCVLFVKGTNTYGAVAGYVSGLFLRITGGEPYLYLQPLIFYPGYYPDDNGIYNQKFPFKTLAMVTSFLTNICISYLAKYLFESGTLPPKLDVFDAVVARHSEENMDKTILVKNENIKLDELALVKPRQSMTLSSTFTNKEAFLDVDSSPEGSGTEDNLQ
OX1R antag-2: antagonists of human orexin 1 receptor (OX1R). O43613. OX1R-expressing cells, FRET antagonist read-out. inhibition, % at 6.6 µM. 330,000 tested, 1.8% active. AID 485270; in the data active = inhibition mostly above about 38%, no sharp cut-off; inactive = mostly below about 40%;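 note: 0% = agonist challenge alone and 100% = reference antagonist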
An asterisk follows results filed as active; i = inactive; x = no result given.

SMILES	OX1R antag-1	CHT allo act	OX1R antag-2
COc1cc(NC(=O)C2CCN(S(=O)(=O)c3ccc(Cl)cc3)CC2)ccc1-n1cnnn1	6.5	i	10.7
Cc1cc(N2CCOCC2)nc2ccc(NC(=S)N3CCN(Cc4ccccc4)CC3)cc12	-10.8	i	11.7
CSc1ccc(S(=O)(=O)NC2CC3CCC2C3)cc1 (centres undefined)	-17.8	i	5.6
CC(C)CCc1c(O)nc(SCC(C)C)[nH]c1=O	-2.1	i	5.8
CNC(=S)N(Cc1ccc(OC)cc1)Cc1cc2cccc(C)c2[nH]c1=O	-28.3	i	21.8
CCn1c(CNc2ccccc2Cl)nnc1SCC(=O)NCc1ccccc1	-3.8	i	19.1
CC(=O)Oc1ccc(N(c2ccccc2)S(=O)(=O)c2ccc(C)cc2)cc1	-23.4	i	18.4
O=C(CNC(=O)C1CCCCC1)NCc1ccco1	-15.0	i	11.7
CC(/C=N/Nc1nc(C)cc(=O)[nH]1)=C\c1ccccc1	-8.3	i	15.8
CCC(=O)OCc1cc(=O)oc2ccc3ccccc3c12	-24.3	i	17.9
COc1ccccc1C1Nc2cccc3cccc(c23)N1	-23.1	i	16.9
COC(=O)c1cc(S(=O)(=O)N2CCOCC2)ccc1Sc1ccccc1N	-14.9	i	8.1
CCN(c1ccccc1)S(=O)(=O)c1ccc(OC)c(NC(=O)Cc2ccccc2OC)c1	8.2	x	22.2
COc1ccc(Cc2nnc(SCC(=O)c3ccc4c(c3)NC(=O)CO4)o2)cc1	-9.2	i	24.3
COc1ccc(-c2ccc(SCc3cccnc3)nn2)cc1OC	-5.5	i	11.9
NC(=O)CC(NC(=O)c1ccccc1)c1ccc(NC2CCCCCCC2)c([N+](=O)[O-])c1 (centres undefined)	-8.8	i	31.2
O=C(Nc1ccc2cn[nH]c2c1)c1ccc(Cl)c(S(=O)(=O)N2CCOCC2)c1	-11.9	i	14.2
Cc1cccc(C2=NN(c3ccc(Br)cc3)[C@@H](C(=O)N3CCOC3=O)[C@@H]2c2ccc([N+](=O)[O-])cc2)c1	0.2	x	9.9
O=C1CC(/C=C/c2ccncc2)=Nc2ccccc2N1	-10.0	i	39.3
COc1ccc(C(c2c(C)[nH]n(-c3ccccc3)c2=O)c2c(C)[nH]n(-c3ccccc3)c2=O)cc1OC	-1.2	i	27.1

Part of the list above, with two lines to a compound:
Values run as follows: OX1R antag-1 | CHT allo act | OX1R antag-2
- CNC(=S)N(Cc1ccc(OC)cc1)Cc1cc2cccc(C)c2[nH]c1=O
  -28.3 | i | 21.8
- CCn1c(CNc2ccccc2Cl)nnc1SCC(=O)NCc1ccccc1
  -3.8 | i | 19.1
- CC(=O)Oc1ccc(N(c2ccccc2)S(=O)(=O)c2ccc(C)cc2)cc1
  -23.4 | i | 18.4
- O=C(CNC(=O)C1CCCCC1)NCc1ccco1
  -15.0 | i | 11.7
- CC(/C=N/Nc1nc(C)cc(=O)[nH]1)=C\c1ccccc1
  -8.3 | i | 15.8

Next compounds follow.
SMILES	OX1R antag-1	CHT allo act	OX1R antag-2
COc1ccc(-c2nnn(CC(=O)N(CCCO)C(C(=O)NC3CCCC3)c3ccncc3)n2)cc1 (centres undefined)	-19.7	i	20.6
O=C(CC(NC(=O)OCc1ccccc1)C(=O)O)OCc1ccccc1 (centres undefined)	-9.9	i	18.9
COc1ccc(C(=O)n2nc(-c3ccc(Cl)cc3)nc2N)cc1OC	-20.4	i	18.2
CN(/N=C/Cc1nnnn1-c1ccc(Cl)cc1)c1ccccc1	-13.5	i	1.6
O=c1cc(CSCc2ccc(Cl)cc2)[nH]c(=O)[nH]1	-10.3	i	6.8
COc1ccccc1NC(=O)CSc1ncn[nH]1	0.0	i	-0.7
Cc1ccc(OCCCCn2ccnc2)c([N+](=O)[O-])c1	5.7	i	11.4
CCCn1nc(C(=O)N2CC(=O)Nc3ccccc32)c2ccccc2c1=O	1.6	i	20.9
CCOC(=O)c1sc(N2C(=O)C(O)=C(C(=O)c3ccco3)C2c2cccc(Cl)c2)nc1C (centres undefined)	-4.3	i	1.7
COc1cccc(OC)c1C(=O)Nc1cc(C)nn1-c1nc2ccccc2[nH]1	-8.7	i	17.5
COc1cccc(N2CC(O)=C(c3nc4ccccc4s3)C2=N)c1	-19.1	i	25.9
CCOC(=O)[C@@H]1CCNC[C@@H]1c1ccccc1	-1.4	i	0.9
Cc1ccc(S(=O)(=O)N2CCC[C@H]2C(=O)OC(C)C(=O)Nc2ncc(Cl)cc2Cl)cc1 (some centres undefined)	-32.8	i	8.5
Cn1c(=O)c2c(nc(CN3CCN(C(c4ccccc4)c4ccccc4)CC3)n2CCCO)n(C)c1=O	-9.6	i	3.8
CC(C)NS(=O)(=O)c1ccc(NC(=O)Cc2cccs2)cc1	4.4	i	3.5
COc1ccc(CCNC(=O)c2ccc(CN3CCC(Cc4ccccc4)CC3)cc2)cc1OC	-21.1	i	-1.6
O=C(Nc1cccc(Cl)c1)Nc1cccc(C(=O)O)c1	-4.7	i	4.6
CCN(CC)CCN(CC(=O)N(C1CCCCC1)C1CCCCC1)C(=O)c1cccnc1	-30.0	i	10.9
CSCC[C@H](NC(=O)c1cccs1)c1nnc2ccccn12	-13.7	i	27.9
COc1ccc(S(=O)(=O)Nc2nc(C(F)(F)F)cs2)cc1	5.3	i	-0.1
CCCC(C(=O)NC(C)(C)C)N(CCN1CCOCC1)C(=O)CNS(=O)(=O)c1ccccc1 (centres undefined)	-17.6	i	4.5
O=C(c1ccc(S(=O)(=O)c2ccccc2Cl)c([N+](=O)[O-])c1)N1CCN(Cc2ccccc2)CC1	1.0	i	15.3
Cc1cc(C)c(C#N)c(Sc2ccc(N)cc2)n1	-11.2	i	-3.4
COc1ccc(CN(C)S(=O)(=O)c2c(C)noc2C)cc1OC	0.1	x	-0.1
Cc1ccc(Nc2c3c(nc4ncnn24)CCC3)cc1	-9.2	i	12.8
CC(C)(C)OC(=O)C[C@@H]1C/C=C\C[C@@H](CC(=O)N[C@H](CO)Cc2ccccc2)C(=O)N2CCC[C@@H]2COC1=O	-15.3	x	8.2
c1ccc2c(-c3nnc4n3CCCCC4)cc(-c3ccncc3)nc2c1	-13.2	i	19.1
CCCCc1ccc(NC(=O)c2ccc(N(C)S(C)(=O)=O)cc2)cc1	10.2	i	16.6
CC(C)C(NS(=O)(=O)c1ccc2c(c1)oc(=O)n2C)C(=O)N1CCN(Cc2ccccc2)CC1 (centres undefined)	-35.6	i	13.2
CN1CCN(C(=O)c2cc(-c3ccccc3)on2)CC1	-6.6	i	2.3
CCCC(=O)c1c(C)c2ccccc2n1C	-8.0	i	10.2
Nc1ncnc2c1ncn2[C@@H]1O[C@H](CNCc2ccc(-n3cccn3)cc2)[C@@H](O)[C@H]1O	3.9	x	4.4
COC(=O)CSc1nc2cc(C)cc(C)c2cc1C#N	-10.1	i	19.5
CCOc1ccccc1NC(=O)NCc1ccccc1F	-11.5	i	22.1
COc1ccc(N2CCN(C(=O)COC(=O)CCS(=O)(=O)c3ccc(C)cc3)CC2)cc1	-6.9	i	12.9
COC(=O)N/N=C(C)/C=C/c1ccccc1	-6.9	i	20.9
O=C(O)c1ccc(-c2noc(-c3ccccc3Cl)n2)cc1	16.6	i	-3.1
O/N=C1\CC2(Cc3nonc31)OCCO2	-9.6	i	6.1
O=C(Nc1ccccc1)/C(=C/c1ccccc1)NC(=O)c1ccco1	-15.6	i	21.4
COC(=O)c1[nH]c2ccc(Br)cc2c1NC(=O)CN1CCN(C2CCCCC2)CC1	-28.5	i	30.6
O=C(CSc1oc(-c2cccs2)nc1S(=O)(=O)c1ccccc1)NC1CCCCC1	-20.0	i	11.4
COc1cc(-c2c(NC(=O)c3ccco3)oc3c(C)cccc3c2=O)cc(OC)c1OC	-31.7	i	11.3
Oc1ccc(-c2n[nH]c(=S)n2Cc2ccccc2)cc1	-2.4	i	22.7
O=C(Nc1nc2ccccc2s1)Nc1ccc(F)cc1F	-0.4	i	4.4
COc1cccc(C(C(=O)NC2CCCC2)N(C(=O)CNC(=O)c2ccco2)c2cccnc2)c1 (centres undefined)	-3.2	i	6.0
CCSc1nnc(NC(=O)CSc2nc3c(c(=O)n2CCOC)SC(C)C3)s1 (centres undefined)	-23.9	i	3.9
Clc1ccc(SCCCCn2ccnc2)cc1	-23.5	i	21.6
COc1cccc(C(=O)NCCn2ccc3ccccc32)c1	-15.6	i	24.8
COc1ccccc1N1CCN(C(CNS(=O)(=O)c2ccc(C)cc2)c2cccnc2)CC1 (centres undefined)	-28.7	i	21.4
Cc1ccc(-n2nc3c(=O)n(CC(=O)NCCC4=CCCCC4)nc(C)c3c2C)cc1	-36.0	i	25.7
COc1cc(C2C(C#N)=C(N)N(c3sc4c(c3C#N)CCCC4)C3=C2C(=O)CC(C)(C)C3)cc(OC)c1OC (centres undefined)	-34.6	i	17.8
O=C(Nc1ccc2c(c1)OCO2)c1ccccc1	1.3	i	11.9
CC(=O)c1ccc(N2CCN(S(=O)(=O)c3c(C)[nH]c(C)c3C(=O)N3CCCC3)CC2)cc1	-11.2	i	20.2
COCCCNC(=O)Cn1ccc(N)nc1=O	-12.9	x	10.9
O=C(CSc1nnc(-c2ccncc2)o1)Nc1nncs1	3.8	i	4.9
O=C(Nc1ccccc1)Nc1cccc(C(F)(F)F)c1	33.2	i	64.3
CCOC(=O)N1CCN(C(=O)c2c(O)c3cccc4c3n(c2=O)CC4)CC1	-20.7	i	12.8
CSc1ncnc2c1cnn2-c1ccc(C)cc1C	2.5	i	14.2
Cn1c(=O)c2c(nc(CN3CCc4ccccc4C3)n2Cc2ccccc2)n(C)c1=O	-30.3	i	8.0
C=CCNc1oc(-c2cccc(F)c2)nc1C#N	27.3	x	5.2

Remaining list, next part
SMILES	OX1R antag-1	CHT allo act	OX1R antag-2
CSCCC(=O)N1CCC(n2nccc2NC(=O)CCCc2ccccc2)CC1	-16.9	i	7.1
C/C(=N\NC(=O)c1ccc(Cl)c(Cl)c1)c1ccc(Br)s1	3.4	i	7.4
CC1CC(C)CN(C(=O)C(NS(=O)(=O)c2ccc(Br)s2)c2ccccc2)C1 (centres undefined)	-50.0	i	16.9
COc1ccc(C(=O)Nc2nnc(SCC(=O)NC3CCCC3)s2)c(OC)c1	-14.2	i	17.0
COc1cc(CN2CC(=O)N(c3ccc(C)c(Cl)c3)C2=S)cc(OC)c1OC	-15.4	i	15.1
CCOC(=O)[C@@H]1[C@H]2COc3ccc(Br)cc3[C@H]2N2C(=O)N(c3ccc(F)cc3)C(=O)[C@]12C	-13.8	i	21.9
Cc1cc(C)c(S(=O)(=O)N2CCCOC2CNC(=O)C(=O)NCc2cccnc2)c(C)c1 (centres undefined)	-13.5	i	19.9
Cc1cc2nc(C)n(CCCNC(=O)Nc3ccc(C#N)cc3)c2cc1C	-7.6	i	10.4
O=C(C1CCCCC1)N1CCN(c2ccnc3cc(Cl)ccc23)CC1	-22.6	i	19.4
O=C(Nc1ccccc1)OC1CCC2CC1CCC2OC(=O)Nc1ccccc1 (centres undefined)	-28.4	i	10.3
CNS(=O)(=O)c1cccc(C(=O)OCC(=O)Nc2nc(OC)cc(OC)n2)c1	-22.6	x	0.1
CCOc1ccc(C(C(=O)NC2CCCCC2)N(C(=O)c2csnn2)C2CC2)cc1 (centres undefined)	-15.2	i	23.0
Cc1nc(C)n(C(Oc2ccc(Cl)cc2Cl)C(=O)C(C)(C)C)n1 (centres undefined)	-21.5	i	9.0
CCCCC(=O)Nc1cc(Cl)ccc1C(=O)O	1.8	i	9.2
CCn1c(COc2ccccc2)nnc1SCC(=O)NCc1ccco1	-14.5	i	30.6
CNC(=S)Nc1cccc(C(=O)O)c1	-4.7	i	3.1
Cc1[nH]c2ccc(F)cc2c1CCN(Cc1cccnc1)C(=S)NC(C)(C)C	-21.6	i	4.9
NC(=O)c1c(NC(=O)c2ccc(F)cc2)sc2c1CCC2	-4.3	i	51.1*
C/C(=N\NC(=O)COc1ccccc1-c1ccccc1)c1ccccn1	-9.9	i	9.7
CCCCNC(=O)[C@@](CC)(ONc1ccccc1C(F)(F)F)c1cccc2ccccc12	-20.5	x	6.5
O=C(CO/N=C/c1cccc([N+](=O)[O-])c1)NC1CCCCC1	-13.8	i	17.1
CC(C)(C)OC(=O)[C@H](Cc1ccccc1)NC(=O)c1nc[nH]c1C(=O)N1CCc2ccccc2C1	-29.6	i	4.8
COc1ccccc1NC(=O)COC(=O)CC(C)(C)CC1=NS(=O)(=O)c2ccccc2N1	-24.5	i	12.7
O=C1CC(C(=O)Nc2ccc(Br)cc2)C2(CCCC2)O1 (centres undefined)	-25.2	i	6.9
Cc1ccc(NC(=O)CN2C(=O)CN(C)C2=O)cc1S(=O)(=O)N1CCCCC1	-20.0	i	7.8
COc1cccc(C(=O)OCC(=O)NC(=O)NC2CCCC2)c1O	-21.2	i	7.7
CCN(CC)CC(=O)Nc1c2c(nc3ccccc13)N(C)CC2	-13.2	i	11.6
CCC(NC(=S)NCc1ccc(F)cc1)c1ccc(C(C)C)cc1 (centres undefined)	-2.5	i	19.3
NC(=O)C1CCN(CCCNC2CC(=O)N(Cc3ccc(N4CCCC4=O)cc3)C2=O)CC1 (centres undefined)	8.0	i	11.5
COC(=O)C1=C(C)NC(C)=C(C(=O)OC)C1C1CC=CCC1 (centres undefined)	-16.7	i	36.9
O=C(O)CCCC(=O)Nc1ccccc1C(=O)N1CCOCC1	12.2	i	9.1
CC1CCCCC1NC(=O)CO/N=C/c1ccccc1OC(F)F (centres undefined)	-21.9	i	27.6
CN1/C(=C/C(=O)C2CCC2)Sc2ccccc21	-17.8	i	6.7

Structures above that bear a hit mark in OX1R antag-2.
Molecule,OX1R antag-1,OX1R antag-2
NC(=O)c1c(NC(=O)c2ccc(F)cc2)sc2c1CCC2,-4.3,51.1*
